# Compound activity deposited in PubChem by The Scripps Research Institute Molecular Screening Center.
# ARFGAP1 inhibitor = inhibitors of rat ARFGAP1 GAP activity, primary screen, biochemical, fluorescence polarization, GDP tracer. AID 651572, 2012. 360,000 compounds, 0.26% hits. Arfgap1-stimulated ARF1 GTP hydrolysis, GDP FP detection. inhibition, % at 16.5 µM;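 active = inhibition above a per-plate limit, mean inhibition of low control wells plus 3 SD, cut at about 25% in these data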;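 note: 0% = DMSO wells with enzyme and 100% = wells lacking Arfgap1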
#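 Material: rat Arfgap1 GAP domain (His6, aa 1-136), purified enzyme. Also added: human ARF1(Δ1-17)-GTP substrate. Compound dosing: 16.5 µM single point, 1.26% DMSO. Timing: enzyme reaction 120 min at 25 °C after 20 min preincubation. Signal: GDP detection by fluorescence polarization. Read-out basis: percent inhibition of GAP-stimulated GDP formation, scaled between DMSO and no-Arfgap1 medians.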
# PLCg1 inh = PLC-gamma1 enzyme inhibitors, primary screen, biochemical, fluorescence, purified enzyme; 1-phosphatidylinositol 4,5-bisphosphate phosphodiesterase gamma-1 (Homo sapiens), P19174; fluorogenic substrate; inhibition, % at 12.2 µM; 370,000 compounds, 0.84% hits; AID 720700, 2013; in the data active = inhibition above about 9.5%
# TDP2 inh = human TDP2 enzyme inhibitors, primary screen, biochemical, epi absorbance, recombinant enzyme. Tyrosyl-DNA phosphodiesterase 2 (Homo sapiens), O95551. T5PNP hydrolysis, p-nitrophenol absorbance 415 nm. inhibition, % at 12.8 µM. 370,000 compounds, 0.34% hits;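 active = inhibition above the mean of all tested compounds plus 3 SD, set per campaign, cut at about 25% in these data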;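 note: 0% = DMSO with enzyme and 100% = buffer with substrate but no TDP2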
#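 System – recombinant human TDP2 · Quantity – TDP2 enzyme at 120 nM final · Doses – single concentration, 12.8 µM nominal, with 1% DMSO · Incubation – 2 h at 37 °C · Measured by – epi absorbance of p-nitrophenol freed from T5PNP by hydrolysis · Read-out – % inhibition relative to enzyme-containing and enzyme-free wells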
# KLK7 zymogen act = proKLK7 zymogen activators, primary screen, biochemical, fluorescence intensity; activation, % at 7 µM; purified proKLK7, EDANS-DABCYL substrate fluorescence; 100% is mature enzyme control, 0% vehicle; 370,000 compounds, 0.9% hits; Kallikrein-7 (Homo sapiens), P49862;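 active = activation above the mean of all tested compounds plus 3 SD, computed per campaign excluding outliers beyond control limits, cut at about 13% in these data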
# DDE Tn7 FP inh = inhibitors of Tn7 peptide binding to fibrin DD(E), primary screen, biochemical, fluorescence polarization, human fibrin, Tn7 probe. inhibition, % at 8.3 µM. Fibrinogen beta chain (Homo sapiens), P02675. 370,000 compounds, 0.13% hits. FP displacement of FITC-Tn7 peptide from fibrin DD(E); 0% = median of compound wells per plate;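 active = inhibition above the mean of compounds falling within the control limits plus 3 SD of them, cut at about 14% in these data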;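 note: 0% = plate median of compound wells and 100% = 10 µM Aha-Tn7 peptide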
# Target sequence (P02675 whole entry, looked up): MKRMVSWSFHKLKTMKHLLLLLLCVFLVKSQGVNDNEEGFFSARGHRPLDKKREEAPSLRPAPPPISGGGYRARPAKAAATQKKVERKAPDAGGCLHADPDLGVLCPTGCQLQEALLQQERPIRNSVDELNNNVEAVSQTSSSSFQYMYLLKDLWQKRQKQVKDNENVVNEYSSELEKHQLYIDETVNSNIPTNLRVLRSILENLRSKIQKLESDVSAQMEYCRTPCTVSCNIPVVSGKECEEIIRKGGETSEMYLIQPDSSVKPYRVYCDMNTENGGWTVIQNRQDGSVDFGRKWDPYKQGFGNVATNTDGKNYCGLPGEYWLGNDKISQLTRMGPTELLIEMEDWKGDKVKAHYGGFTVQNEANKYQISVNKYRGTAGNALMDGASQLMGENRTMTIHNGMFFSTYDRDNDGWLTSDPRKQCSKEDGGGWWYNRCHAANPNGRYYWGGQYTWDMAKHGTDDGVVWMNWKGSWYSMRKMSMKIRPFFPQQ
#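 Assay system: Human fibrin DD(E) protein | Medium: Tris buffer with calcium and detergent, pH 7.8 | Reagent: 0.1 µM fluorescent Tn7 | Compound dosing: Single point at 8.3 µM | Times: 10 min preincubation, 3 h with tracer, room temperature | Detection: Fluorescence polarization of the labelled Tn7 tracer | Controls: Aha-Tn7 high control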
# ADAM17 inh = ADAM17 inhibitors, primary screen, biochemical, QFRET | Disintegrin and metalloproteinase domain-containing protein 17 (Homo sapiens), P78536 | recombinant ADAM17, EDANS/DABCYL FRET peptide cleavage | inhibition, % at 6.95 µM | 370,000 compounds, 0.83% hits | AID 720648, 2013;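 active = inhibition above the mean of compounds lying between control limits plus 3 SD, set per campaign, cut at about 8.5% in these data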;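 note: 0% = DMSO-only wells as the low control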
# DDE Tn6 FP inh = inhibitors of Tn6 peptide binding to fibrin DD(E), primary screen, biochemical, fluorescence polarization, human fibrin, Tn6 probe; Fibrin DD(E) TRITC-Tn6 fluorescence polarization displacement; inhibition, % at 8.3 µM; 370,000 compounds, 0.21% hits;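 active = inhibition above a per-campaign cutoff: mean of compounds within control limits plus 3 SD, cut at about 15% in these data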;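 note: 0% = median of all compound wells on the plate and 100% = blocking peptide control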
# LEDGF integ inh = blockers of LEDGF/p75-dependent integrase strand transfer – biochemical, TR-FRET, high throughput, primary screen | HIV-1 integrase (with human LEDGF/p75) | 370,000 compounds, 0.64% hits | TR-FRET IN-LEDGF/p75 DNA integration, Eu/Cy5 | inhibition, % at 3.7 µM;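 active = inhibition above the screen-wide mean plus 3 SD, cut at about 13% in these data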;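 note: signal is the Cy5 over europium emission ratio at 671 and 618 nm; 0% = plate median of compound wells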
# ASAP1 inh = inhibitors of human ASAP1 ArfGAP activity, primary screen, biochemical, fluorescence polarization. ASAP1-stimulated ARF1 GTP hydrolysis, GDP FP detection. inhibition, % at 16.5 µM. 360,000 compounds, 0.19% hits; in the data active = inhibition above about 25%;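 note: 0% = vehicle with enzyme and substrate and 100% = no enzyme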
# ADAM10 inh = human ADAM10 inhibitors, primary screen, biochemical, QFRET, HTS | recombinant ADAM10, EDANS/DABCYL FRET peptide cleavage, 3 h | 370,000 compounds, 0.62% hits | inhibition, % at 7 µM;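 active = inhibition above a per-campaign cutoff equal to the mean of compounds falling between control-based bounds plus 3 SD, cut at about 20% in these data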;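 note: 0% = DMSO wells while the 100% control is not disclosed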
# Target sequence (O14672 214-748 limits assumed): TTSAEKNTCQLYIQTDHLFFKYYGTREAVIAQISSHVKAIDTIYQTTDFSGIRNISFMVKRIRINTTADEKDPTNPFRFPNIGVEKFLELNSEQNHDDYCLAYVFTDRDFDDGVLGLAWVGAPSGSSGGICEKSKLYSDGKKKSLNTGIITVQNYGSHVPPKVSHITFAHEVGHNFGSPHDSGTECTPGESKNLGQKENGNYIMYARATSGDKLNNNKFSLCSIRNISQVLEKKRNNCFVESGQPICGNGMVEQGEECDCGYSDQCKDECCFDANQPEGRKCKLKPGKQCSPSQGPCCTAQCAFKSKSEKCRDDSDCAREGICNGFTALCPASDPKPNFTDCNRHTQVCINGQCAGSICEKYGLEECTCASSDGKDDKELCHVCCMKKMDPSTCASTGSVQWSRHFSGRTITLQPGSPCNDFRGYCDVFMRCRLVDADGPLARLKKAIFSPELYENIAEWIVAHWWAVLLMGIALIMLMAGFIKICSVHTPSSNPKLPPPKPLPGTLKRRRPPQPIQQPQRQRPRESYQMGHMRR
# Numbers without * were called inactive.
no.	ARFGAP1 inhibitor	PLCg1 inh	TDP2 inh	KLK7 zymogen act	DDE Tn7 FP inh	ADAM17 inh	DDE Tn6 FP inh	LEDGF integ inh	ASAP1 inh	ADAM10 inh	Molecule
1	-7	2	-4	-0.3	4	2	2	3	5	10	CSc1ccccc1NC(=O)c1cccnc1
2	2	-2	-8	-0.4	3	8	2	1	6	10	CCOc1ccc(CN(Cc2ccco2)S(=O)(=O)c2ccc(-n3cnnn3)c(OC)c2)cc1
3	-1	1	7	0.5	-1	-1	1	-3	-2	0	Cc1cccc(NC(=O)c2ccccc2C(=O)O)c1
4	-1	-1	-5	0.4	0	-3	4	0	2	-7	O=C(Cn1c(=O)n(Cc2ccc3c(c2)OCO3)c(=O)c2ccccc21)N1CCCc2ccccc21
5	7	1	2	-0.7	8	-1	-4	-3	-5	-6	COc1ccc(NS(=O)(=O)c2cc(OC)ccc2OC)cc1
6	-11	-65	5	-0.9	2	-4	1	2	-7	-7	c1csc(-c2nnsc2-c2nc3ccccc3[nH]2)c1
7	-7	-8	-4	-0.5	3	-3	-6	-4	-6	-8	O=C(Cc1ccccc1)N/N=C/c1cc2c(cc1Cl)OCO2
8	5	-3	0	0.1	-2	-2	0	3	-2	-6	CC(NC(=O)c1ccc2c(c1)S(=O)(=O)N=C1CCCCCN12)c1ccc(S(N)(=O)=O)cc1 (stereo unspecified)
9	4	1	11	-0.1	1	-7	2	-4	13	-4	O=C(NCc1cn2ccccc2n1)C1CCC(=O)N(Cc2ccccc2F)C1 (stereo unspecified)
10	-8	-5	-2	-0.1	-3	-8	7	-4	5	-10	CC1(C)CC2CC(C)(CN2/C=C2/CCCCC2=O)C1 (stereo unspecified)
11	14	2	-3	0.1	7	-4	1	4	1	-10	CCOC(=O)CNC(=O)CSc1ncnc2c1nnn2-c1ccc(F)cc1
12	9	-15	11	0.5	-12	-26	-6	1	6	-95	Cc1ccc(S(=O)(=O)N2CN(Cc3ccco3)c3nc4ccccc4nc32)cc1
13	14	5	-9	0.0	2	-7	-5	2	-1	-6	CC1(C)CC(Cc2ccc(C(F)(F)F)cn2)N(C(=O)OC(C)(C)C)C1 (stereo unspecified)
14	6	1	5	0.6	0	1	-3	1	3	1	COc1ccc([C@H]2CC(=O)C=C(c3ccc(CNC(=O)OC(C)(C)C)cc3)C2)cc1
15	4	-2	4	-0.2	8	-1	10	1	11	-6	O=C(C1CCCO1)N1CCN(C(=S)Nc2ccc(F)c(Cl)c2)CC1 (stereo unspecified)
16	-5	-4	-3	0.7	-1	-1	4	5	-4	3	COc1ccc(-n2c(CCc3ccccc3)n[nH]c2=S)cc1
17	16	-7	-14	-0.2	-4	1	8	-4	9	-11	Nc1ccc2c(c1)Cc1cc(Cl)c(Cl)cc1-2
18	-4	-2	-9	0.1	-2	-7	0	5	-15	8	Cc1ccc(CNC(=O)C(CC(C)C)OC(=O)c2ccco2)cc1 (stereo unspecified)
19	-10	2	8	0.0	-4	-2	-1	2	-19	-3	COCCCn1c(SCC(=O)NC(C)(C)C)nnc1-c1cccs1
20	-4	0	7	0.3	-1	-4	-7	-1	-7	-6	COc1ccc(CCCNC(=O)C2Cc3c(-c4ccc(NC(C)=O)cc4)ccnc3O2)cc1 (stereo unspecified)

# Profiles, quoted from the list.
# CCOc1ccc(CN(Cc2ccco2)S(=O)(=O)c2ccc(-n3cnnn3)c(OC)c2)cc1 across the screens: ARFGAP1 inhibitor: 2; PLCg1 inh: -2; TDP2 inh: -8; KLK7 zymogen act: -0.4; DDE Tn7 FP inh: 3; ADAM17 inh: 8; DDE Tn6 FP inh: 2; LEDGF integ inh: 1; ASAP1 inh: 6; ADAM10 inh: 10
# O=C(C1CCCO1)N1CCN(C(=S)Nc2ccc(F)c(Cl)c2)CC1 (stereo unspecified) across the screens: ARFGAP1 inhibitor: 4; PLCg1 inh: -2; TDP2 inh: 4; KLK7 zymogen act: -0.2; DDE Tn7 FP inh: 8; ADAM17 inh: -1; DDE Tn6 FP inh: 10; LEDGF integ inh: 1; ASAP1 inh: 11; ADAM10 inh: -6

# Continued:
no.	ARFGAP1 inhibitor	PLCg1 inh	TDP2 inh	KLK7 zymogen act	DDE Tn7 FP inh	ADAM17 inh	DDE Tn6 FP inh	LEDGF integ inh	ASAP1 inh	ADAM10 inh	Molecule
21	13	2	7	-0.5	-1	2	-5	0	2	10	COC(=O)c1ccc(CSc2nc3c(c(=O)n2-c2ccc(Br)cc2)SCC3)o1
22	4	2	3	0.6	5	2	3	1	-8	9	Cc1ccc(OCCOC(=O)Nc2ccccc2)cc1
23	2	5	3	0.5	-10	1	-8	7	12	6	O=C1/C(=C/c2ccc(C(=O)O)cc2)CCC/C1=C\c1ccc(C(=O)O)cc1
24	3	0	4	-0.2	-3	-4	-6	-5	1	-3	CC1(C)Cc2c(cnn2-c2ccc(F)cc2)C(NC(=O)C2=NNC(=O)CC2)C1 (stereo unspecified)
25	8	2	-12	-0.4	-5	-3	6	3	15	-1	CC1CC(C)(C)OC(C[N+]2(C)CCCCC2)O1 (stereo unspecified)
26	1	2	-17	0.2	-3	-4	-5	4	3	5	CC(C)N(c1ccccc1)c1ccc(NC(=O)[C@@H]2O[C@H](CO)[C@@H](O)[C@H]2O)cc1
27	-12	6	-4	-0.1	5	2	-4	-2	3	6	Cc1ccc(S(=O)(=O)NCCC(c2ccccc2)c2ccco2)cc1 (stereo unspecified)
28	-2	-39	-4	0.7	2	-39	-4	4	15	-97	O=C(O)c1cc(N2C(=O)CCC2=O)ccc1NCc1cccnc1
29	13	1	17	0.7	-4	-2	-3	-1	-11	-1	CCOC(=O)N1CCC(NC(=O)c2oc3c(F)cccc3c2C)CC1
30	13	1	-3	0.6	-6	1	2	5	-3	2	Cc1cc(S(=O)(=O)NCc2ccccc2)ccc1OCC(=O)NCc1cccnc1
31	-8	-19	7	0.2	4	-3	-1	2	13	1	O=C1CCCC2=C1C1(CCCC1)N=C(Nc1nc3ccccc3s1)N2
32	2	0	-3	0.4	-1	-1	2	-2	1	-8	Cc1ccc(N2C(=O)c3cccc(Oc4ccc(Cl)cc4)c3C2=O)c(C)c1
33	-5	2	-2	-0.2	-1	-2	-2	4	-5	0	CC(=O)Cc1nsc(Nc2ccc(C)cc2)n1
34	-9	5	0	-0.4	1	1	-2	1	0	4	CC(=O)Nc1cccc(-c2ccnc3c2CC(C(=O)NCc2cccs2)O3)c1 (stereo unspecified)
35	0	6	-8	0.5	-6	2	-4	2	7	4	Cc1cc(OCC(=O)OCC(=O)N2CCCCC2)ccc1Cl
36	0	-2	-8	0.5	-1	-1	4	1	-10	6	Cc1ccc(NC(=O)CN(C)C(=O)c2ccc(NC(=O)CC3SC(N4CCCC4)=NC3=O)cc2)cc1 (stereo unspecified)
37	-6	0	7	-0.3	-1	0	0	-3	12	-3	COc1cc(C(=O)O)ccc1O
38	6	0	5	0.5	-5	-2	3	-1	18	4	O=C(COC(=O)/C=C/c1ccc(F)cc1)NC1CCCCCC1
39	3	3	-8	0.2	-5	2	6	1	-2	1	Cc1[nH]c(=S)[nH]c(=O)c1Cc1ccccc1
40	-10	3	-14	0.7	2	3	6	3	-3	14	COC(=O)C(CC(=O)c1ccc(Cl)cc1)c1ccccc1 (stereo unspecified)
41	5	4	-9	-0.8	-6	0	-2	0	10	9	CCOC(=O)C(=O)Nc1ccc(OC)c(Cl)c1
42	-9	-1	6	-0.1	5	-1	-5	-1	2	6	COc1ccc(OC)c(NC(=O)COc2ccc(S(=O)(=O)N3CCCC3)cc2)c1
43	1	-1	3	0.8	0	6	8	2	0	4	COc1ccc(CC(=O)Nc2cc3oc4ccccc4c3cc2OC)cc1
44	0	1	3	0.1	5	1	1	2	-1	2	Cc1cnc(C(=O)OCC(=O)Nc2cc(-c3ccccc3)nn2-c2ccccc2)cn1
45	-3	-1	-6	0.4	-5	-10	0	-4	8	-16	COc1ccc(C2=NN(C(=O)CN3CCCCC3)C(c3ccc(OC)cc3)C2)cc1 (stereo unspecified)
46	-3	2	1	-0.1	3	-2	2	0	2	0	Cc1cccc(N(CC(N)=O)C2SC(=O)N(c3ccccc3)C2=O)c1 (stereo unspecified)
47	0	1	-7	0.4	1	-3	-5	-5	-8	-2	COc1ccc(C)cc1S(=O)(=O)N(CC(=O)Nc1cccc([N+](=O)[O-])c1)c1ccccc1
48	-2	1	-7	0.5	-5	-2	2	-1	-1	-14	Cc1cc(C2CCCCC2)n(O)c(=O)c1
49	4	5	-4	-1.4	-4	-1	7	4	-2	4	COc1cc(CNCCNCC(C)O)ccc1OCc1ccc(Cl)nc1 (stereo unspecified)
50	1	3	7	0.2	4	-7	-5	-2	-5	-15	CCc1cccc(CC)c1N1C(=O)COCC1=O
51	1	5	-14	-0.4	6	1	-1	2	4	13	Cc1cccc(OCCCC(=O)Nc2nccs2)c1C
52	2	0	-16	-0.4	0	0	-2	4	0	4	Cc1cccc(NC(=O)c2c(O)c3ccccc3n(C)c2=O)c1
53	-3	5	9	-0.4	-4	-4	-2	0	5	-16	O=C(CNC(=O)Cc1ccccc1)NCc1cccs1
54	0	-8	-2	-0.1	0	-6	1	-1	-1	-19	CN1C(C(=O)NCc2cccc(C(F)(F)F)c2)CC2Cn3c(nc4cc5ccccc5cc43)C21 (stereo unspecified)
55	0	2	12	0.8	0	-1	5	4	7	2	CCC(=O)N1CCc2cc(S(=O)(=O)CCC(=O)Nc3ccc(OC)c(OC)c3)ccc21
56	-6	1	-5	0.2	11	-5	1	-4	8	-7	COc1ccc(CNC(=O)COC(=O)c2cc(C)oc2C)cc1
57	9	3	-12	0.2	-1	-1	0	13*	8	-2	CCCc1cnc(Nc2nc(C(N)Cc3ccc(OC)cc3)cs2)nc1 (stereo unspecified)
58	-5	2	1	0.5	2	-4	0	1	4	2	CSCC[C@H](NC(=O)c1cccc(S(=O)(=O)N2CCCCC2)c1)c1nc2ccccc2[nH]1
59	-3	-7	-1	0.0	-6	-2	-1	2	15	-3	COC(=O)c1cc(=O)n2c(-c3ccccc3)csc2n1
